Cdc42 wt: human Cdc42 wildtype GTP binding change, either direction; AID 761; P60953; percent activity (GTP binding), % at 10 µM; actives 0.2% (n = 190,000); GST-Cdc42 beads, Bodipy-GTP binding, flow cytometry; actives lie on both sides;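 active = percent activity GTP binding at least 20 points away from the 100% baseline, either down as inhibitor or up as activator; inconclusive = compound flagged as likely green fluorescent from well-wide comparison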;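 also: median bead fluorescence of bound Bodipy-FL-GTP at 100 nM; 0% = excess unlabeled GTP control and 100% = no compound control; below 100% means less GTP binding so inhibitor and above means activator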
Target sequence (P60953 whole entry, looked up): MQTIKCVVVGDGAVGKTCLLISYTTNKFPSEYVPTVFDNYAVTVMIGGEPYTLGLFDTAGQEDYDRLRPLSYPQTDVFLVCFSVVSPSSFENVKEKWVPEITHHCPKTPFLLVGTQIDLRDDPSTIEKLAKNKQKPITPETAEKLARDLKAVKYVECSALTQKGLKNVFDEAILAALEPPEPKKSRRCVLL
Pf gametocyte: inhibitors of late stage P. falciparum gametocyte viability; P. falciparum stage V gametocytes, ATP luminescence, 24 h; inhibition, % at 10.9 µM; actives 0.065% (n = 150,000); AID 743093;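 active = inhibition above the mean plus 3 SD of compounds within the control limits, set per campaign, cut at about 38% in these data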;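 also: 0% = DMSO wells and 100% = medium only without gametocytes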
Rab7 wt GTP bind: modulators of GTP binding to dog Rab7 wildtype GTPase | GST-Rab7 beads, fluorescent GTP binding, flow cytometry; actives lie on both sides; untreated = 100%, excess cold GTP = 0% | GTP binding activity (percent of control), % at 10 µM | actives 0.055% (n = 190,000);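 active = fluorescent GTP binding to Rab7 beads changed by at least 20 points from the 100% baseline, either direction, mostly lower; inconclusive = compound itself probably fluorescent, or too few beads counted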;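 also: median green fluorescence of bound Bodipy-FL-GTP per Rab7 bead population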
GSH fluor: GSH bead compound fluorescence profile | GSH beads flow cytometry, compound fluorescence 488/530 nm; hits give high values | fluorescence (KMESF) at 10 µM | actives 0.25% (n = 190,000) | AID 1776; in the data active = fluorescence above about 89;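 also: glutathione beads carrying GST-tagged Bcl family fusion proteins plus one bare bead set; values are compound well signal with DMSO vehicle wells as background; inactives centre near 16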
Rac1 mut GTP: modulators of GTP binding to human Rac1 activated mutant. actives 0.11% (n = 190,000). P63000. GST-Rac1 activated beads, fluorescent GTP binding, flow cytometry; actives lie on both sides; 100% means binding = to untreated wells. percent activity (GTP binding), % at 10 µM;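 active = GTP binding at least 20 percentage points away from the 100% baseline, in either direction, so actives lie on both sides; inconclusive = Compound likely fluorescent itself, or too few beads counted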
Rab2A wt mod: changes GTP binding to wildtype dog Rab2A, up or down. P61105. GST-Rab2 wt beads, Bodipy-GTP binding, flow cytometry. GTP binding activity, % at 10 µM. actives 0.19% (n = 190,000);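 active = GTP binding activity at least 20 points away from 100%, either lowered or raised; inconclusive = signal likely due to the compound's own green fluorescence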;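 also: 0% = beads with excess unlabeled GTP and 100% = no-compound control corrected for plate trend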
HRas wt GTP: modulators of GTP binding to human HRas wildtype; P01112; GST-Ras wt beads, Bodipy-FL-GTP binding, flow cytometry; actives lie on both sides; GTP binding activity, % at 10 µM; actives 0.14% (n = 190,000);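 active = GTP binding activity at least 20% away from the 100% baseline, either lowered as inhibitor or raised as activator; inconclusive = flagged as likely green fluorescent, judged across all proteins in the well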;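 also: 0% = unlabeled GTP competition control and 100% = no-compound control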
Target sequence (P01112 whole entry, looked up): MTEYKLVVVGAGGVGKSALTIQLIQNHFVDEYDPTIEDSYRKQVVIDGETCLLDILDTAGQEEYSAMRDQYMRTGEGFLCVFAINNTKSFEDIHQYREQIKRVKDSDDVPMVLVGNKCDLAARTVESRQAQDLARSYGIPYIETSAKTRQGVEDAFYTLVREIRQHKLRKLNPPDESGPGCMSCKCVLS
Mcl1-Noxa inh: Mcl-1/Noxa interaction inhibition. Q07820. TR-FRET Mcl-1/Noxa peptide binding, 2 h. inhibition, % at 21.7 µM. actives 1.5% (n = 220,000);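 active = compounds that cut the protein-peptide binding signal by more than 50% relative to plate controls in a single-dose test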;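 also: His-tagged Mcl-1 with rhodamine Noxa BH3 peptide and terbium anti-His antibody; 0% = Mcl-1 plus Noxa peptide wells and 100% = peptide-only wells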
Target sequence (Q07820 whole entry, looked up): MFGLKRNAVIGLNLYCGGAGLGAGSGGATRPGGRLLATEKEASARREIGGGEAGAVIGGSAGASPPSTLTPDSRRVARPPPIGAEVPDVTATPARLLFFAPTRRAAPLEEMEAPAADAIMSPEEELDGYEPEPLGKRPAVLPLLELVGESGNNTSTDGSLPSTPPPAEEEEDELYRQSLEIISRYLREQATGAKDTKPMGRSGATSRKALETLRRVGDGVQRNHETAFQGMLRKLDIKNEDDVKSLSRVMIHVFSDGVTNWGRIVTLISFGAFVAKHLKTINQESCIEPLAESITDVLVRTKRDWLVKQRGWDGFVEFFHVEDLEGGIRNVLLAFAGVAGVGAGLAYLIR
Mcl1 Bid PPI: Mcl-1/Bid interaction inhibition. Q07820. TR-FRET Mcl-1/Bid-Dy647 peptide binding, 1536-well. inhibition, % at 21.7 µM. actives 0.97% (n = 220,000). AID 1021;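 active = compounds that cut the binding signal by more than half at the single screening dose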;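 also: His-tagged Mcl-1 with europium anti-His antibody binding Bid BH3 peptide; 0% = Mcl-1 plus peptide wells and 100% = peptide-only wells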
Rac1 wt GTP bind: alters GTP binding to wildtype human Rac1; GTP binding activity (% of control), % at 10 µM; P63000; GST-Rac1 beads, fluorescent GTP binding, flow cytometry; actives lie on both sides; 0 = cold GTP competed, 100 = untreated; actives 0.27% (n = 190,000);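 active = GTP binding activity at least 20 points away from the 100% control level, either lower or higher; inconclusive = compound flagged as likely green fluorescent, judged across all proteins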
Avidin bead fluor: compound fluoresces at 488/530 nm on avidin beads | compound fluorescence 488/530 nm, flow cytometry; hits give high values | fluorescence (KMESF) at 10 µM | actives 0.38% (n = 220,000); in the data active = fluorescence above about 47; also: inactives centre near 10
Starred values were filed as active, the others as inactive; ? = inconclusive; . = no result given.

SMILES	Cdc42 wt	Pf gametocyte	Rab7 wt GTP bind	GSH fluor	Rac1 mut GTP	Rab2A wt mod	HRas wt GTP	Mcl1-Noxa inh	Mcl1 Bid PPI	Rac1 wt GTP bind	Avidin bead fluor
CCN1CCN(C(=O)c2ccc3c(=O)n(CCC4=CCCCC4)c(=O)[nH]c3c2)CC1	94	.	96	14	94	95	94	18	-12	94	20
Cc1ccc(C)c(NC(=O)CSc2nnc([C@@H]3CCCN3C(=O)OC(C)(C)C)o2)c1	101	-11	104	40	99	102	101	0	-23	104	17
CC(=O)OC(C(=O)NCc1ccco1)c1ccncc1 (centres undefined)	96	2	95	12	96	96	96	6	-29	97	17
COCCn1c(C)cc(C2=NNC(=NC3CC3)SC2)c1C	99	-8	96	19	96	94	96	32	-55	97	6
CCCCC(=O)NC(c1ccc(OC)c(OC)c1)c1c(O)ccc2ccccc12 (centres undefined)	96	.	99	24	94	96	97	.	-15	94	10
O=C(NCc1ccco1)c1ccccc1NS(=O)(=O)c1cccs1	100	8	98	26	96	97	98	0	-6	99	11
CC(C)NC(=O)C1COc2ccccc2O1 (centres undefined)	99	-10	103	12	96	96	98	16	-17	98	11
CSC1=NC(C)(C)C=C(/C=C/c2ccc(Cl)cc2Cl)N1	89	15	99	7	89	92	91	-1	-3	92	17
CCOc1cc(CNCCCN2CCOCC2)ccc1OCC(=O)Nc1cccc2ccccc12	100	23	102	32	98	101	102	2	8	103	11
Clc1cccc(Cl)c1Cn1cnc2c(N3CCCCCC3)ncnc21	103	.	100	11	101	101	101	7	10	103	11
CC(=O)O[C@H]1C2OC(=O)C(C)=C2[C@@H]2OC(=O)[C@]3(CCC4OC41C)OC23 (some centres undefined)	102	.	100	17	97	101	100	6	-1	103	10
Cc1ccsc1C(=O)OCC(=O)NCC1CCCO1 (centres undefined)	98	.	98	39	98	97	97	15	4	98	9
NC(=O)CSc1nnc(Cc2cccs2)n1C1CCCCC1	96	2	98	39	97	99	98	2	-26	100	12
CSc1ccc(/C=N/N2CCN(Cc3ccccc3Cl)CC2)cc1	97	1	103	15	95	98	96	-5	-26	96	10
O=C1c2ccccc2C2NC(=O)C3(CCCCC3)N12 (centres undefined)	101	.	96	26	100	101	99	-8	-4	100	29
NC(=O)CSc1nnc2n(-c3ccccc3)c(=O)c3c4c(sc3n12)CCCCC4	100	10	100	32	94	95	97	26	13	101	12
COc1ccc(C2C(C(=O)Nc3cccc(OC)c3)c3ccccc3C(=O)N2C)cc1 (centres undefined)	98	-7	99	16	98	96	96	13	-22	100	9
O=C1CC(N2CCN(Cc3ccc4c(c3)OCO4)CC2)C(=O)N1CCc1ccccc1 (centres undefined)	100	8	104	6	94	103	101	4	-14	100	13
O=C(Nc1ccc(C(=O)O)cc1)/C(=C\C=C\c1ccccc1)NC(=O)c1ccc(Br)cc1	98	-29	102	14	96	103	95	-3	4	94	10
COc1ccc(-c2nn(CCC(=O)O)cc2/C=C2\SC(N)=NC2=O)cc1	95	.	95	8	91	91	90	67*	-35	87	9
O=C(O)/C(=C\c1cccs1)c1ccccc1	96	-21	102	10	96	99	100	2	-23	101	10
O=C(CCC1CCCC1)Nc1ccon1	100	3	99	12	100	100	101	8	-20	103	7
COC(=O)C1=C(C)N(Cc2ccco2)C(=O)/C1=C\c1ccc([N+](=O)[O-])cc1	94	-28	94	17	93	93	93	16	-26	94	12
CCCCN(C)C(=O)c1nc2ccccn2c1CNCCCn1nnc2ccccc21	98	29	95	8	94	96	98	12	-12	96	3
O=C(CCc1ccccc1)NN1C(=O)C2C3C=CC(C3)C2C1=O (centres undefined)	92	9	101	14	93	94	95	2	-18	94	10

Reformatted with each value named: 4 of the compounds above.
CC(=O)O[C@H]1C2OC(=O)C(C)=C2[C@@H]2OC(=O)[C@]3(CCC4OC41C)OC23 (some centres undefined)
  Cdc42 wt: 102; Pf gametocyte: .; Rab7 wt GTP bind: 100; GSH fluor: 17; Rac1 mut GTP: 97; Rab2A wt mod: 101; HRas wt GTP: 100; Mcl1-Noxa inh: 6; Mcl1 Bid PPI: -1; Rac1 wt GTP bind: 103; Avidin bead fluor: 10
COc1ccc(C2C(C(=O)Nc3cccc(OC)c3)c3ccccc3C(=O)N2C)cc1 (centres undefined)
  Cdc42 wt: 98; Pf gametocyte: -7; Rab7 wt GTP bind: 99; GSH fluor: 16; Rac1 mut GTP: 98; Rab2A wt mod: 96; HRas wt GTP: 96; Mcl1-Noxa inh: 13; Mcl1 Bid PPI: -22; Rac1 wt GTP bind: 100; Avidin bead fluor: 9
COC(=O)C1=C(C)N(Cc2ccco2)C(=O)/C1=C\c1ccc([N+](=O)[O-])cc1
  Cdc42 wt: 94; Pf gametocyte: -28; Rab7 wt GTP bind: 94; GSH fluor: 17; Rac1 mut GTP: 93; Rab2A wt mod: 93; HRas wt GTP: 93; Mcl1-Noxa inh: 16; Mcl1 Bid PPI: -26; Rac1 wt GTP bind: 94; Avidin bead fluor: 12
CCCCN(C)C(=O)c1nc2ccccn2c1CNCCCn1nnc2ccccc21
  Cdc42 wt: 98; Pf gametocyte: 29; Rab7 wt GTP bind: 95; GSH fluor: 8; Rac1 mut GTP: 94; Rab2A wt mod: 96; HRas wt GTP: 98; Mcl1-Noxa inh: 12; Mcl1 Bid PPI: -12; Rac1 wt GTP bind: 96; Avidin bead fluor: 3

Next compounds
SMILES	Cdc42 wt	Pf gametocyte	Rab7 wt GTP bind	GSH fluor	Rac1 mut GTP	Rab2A wt mod	HRas wt GTP	Mcl1-Noxa inh	Mcl1 Bid PPI	Rac1 wt GTP bind	Avidin bead fluor
CCCc1cc(=O)n2[nH]c(NCc3ccccc3F)nc2n1	103	.	101	11	97	101	103	5	-14	103	24
CCOC(=O)c1nnn(-c2nc(N3CCCC3)nc(N3CCCC3)n2)c1-c1ccccc1	105	.	102	22	99	106	104	-5	-22	105	19
CCOC(=O)c1c(C)nc2sc3c(=O)n(-c4ccc(OC)cc4)cnc3c2c1-c1ccc(OC)cc1	99	.	95	17	96	98	98	-4	3	104	20
CCCN1C(=O)c2ccc(C(=O)NCc3ccco3)cc2C1=O	106	.	102	31	98	103	103	17	-22	106	14
CN1/C(=C/C(=O)c2ccc(Cl)cc2)Sc2cc3c(cc21)OCO3	101	.	97	13	98	98	99	46	32	102	15
CCOC(=O)c1cc(=O)n2nc(-c3ccccc3F)nc2s1	98	.	97	24	95	96	97	12	-14	95	12
Cc1ccc(S(=O)(=O)Cc2nc3ccccc3c(=O)[nH]2)cc1	97	.	93	10	93	93	97	-13	-13	98	29
Cc1ccc(/C=C/C(=O)c2ccccc(=O)c2O)cc1C	78*	-25	87	4	74*	81	84	-21	9	82	2
O=C(OCC(=O)N1CCOCC1)c1ccc[nH]c1=O	99	-4	99	6	98	98	99	12	-38	98	19
COc1ccc(C(=O)c2c[nH]cc2-c2ccccc2)cc1	101	6	103	8	101	97	100	4	-77	105	5
CCOC(=O)CSc1nc2sc(C)c(C)c2c(=O)[nH]1	101	14	99	20	97	101	102	5	15	100	5
O=C(Nc1cccc(Cl)c1)c1ccc(-n2cncn2)c([N+](=O)[O-])c1	97	17	99	32	95	97	98	-5	-11	97	14
CCN(c1ccccc1)S(=O)(=O)c1ccc2[nH]cc(C(=O)NCCOC)c(=O)c2c1	99	.	95	7	98	97	98	-13	35	101	5
CCOP(=O)(OCC)C(NC(=O)Nc1c(C)cc(C)cc1C)c1ccccc1 (centres undefined)	100	12	104	12	98	104	103	-5	-18	101	8
Cc1n[nH]c(=S)n1-c1cccc(Cl)c1	106	.	103	13	101	101	101	3	-36	108	12
Cc1ncc(CO)c(/C=N/NC(=O)c2cc(Br)ccc2O)c1O	91	-15	100	8	92	93	95	40	-94	88	22
O=C(NNc1nc(-c2ccccc2)c2cc(Br)ccc2n1)c1ccc(S(=O)(=O)N2CCOCC2)cc1	82	4	84	2	87	75*	81	-28	-29	67*	3
O=C(O)c1cccc(NC(=O)c2cccc(S(=O)(=O)N3CCc4ccccc4C3)c2)c1	98	4	95	22	95	97	96	-8	-18	97	12
CCCCC(=O)N1CCCC(C(=O)OCC)C1 (centres undefined)	99	.	94	19	98	96	98	2	-31	102	36
Cc1csc2nc(CSc3nc4ccccc4o3)c(Br)n12	103	.	100	28	101	101	102	24	-4	101	17
CC1CCCC(C)N1C(=O)Cn1c(SCC(=O)NCc2ccc3c(c2)OCO3)nc2ccccc21 (centres undefined)	?	.	?	68	?	?	?	-7	-45	?	6
COc1cc(C(=O)OCC(=O)NC2CCS(=O)(=O)C2)c([N+](=O)[O-])cc1OC (centres undefined)	103	.	109	12	103	103	106	5	-1	104	7
CCN(CC)c1ccc2c(C)c(CN3CCOCC3)c(=O)oc2c1	103	.	104	46	100	102	103	7	-18	106	36
Nc1ncnc(Sc2ccccc2)c1[N+](=O)[O-]	101	10	101	12	92	98	100	0	-22	101	6
O=C1CC(c2ccc(F)cc2)CC(O)=C1C=NCCN1CCNCC1 (centres undefined)	96	-5	95	20	95	93	96	-13	-12	97	34
SMILES	Cdc42 wt	Pf gametocyte	Rab7 wt GTP bind	GSH fluor	Rac1 mut GTP	Rab2A wt mod	HRas wt GTP	Mcl1-Noxa inh	Mcl1 Bid PPI	Rac1 wt GTP bind	Avidin bead fluor
Cc1[nH]c2ccccc2c1SCC(=O)NC1CCCCC1	96	15	103	10	94	97	98	7	-35	95	25
Cc1cccc(-n2ncc3c(N4CCCc5ccccc54)ncnc32)c1	99	.	95	4	97	96	97	3	-24	99	9
CCOc1cc(/C=N/NC(=O)CSc2nnc(C)s2)ccc1OCc1ccccc1Cl	93	1	99	18	99	100	98	23	-35	100	17
COc1ccc(S(=O)(=O)Cc2ccc(C(=O)N3CCc4ccccc4C3)o2)cc1	92	.	100	13	93	95	94	7	1	92	4
COc1cccc(CN(C)CC(=O)Nc2cccc(S(N)(=O)=O)c2)c1OC	105	-24	100	5	102	102	102	-7	-8	102	10
COc1cc2nc3c4ccccc4n(CC#N)c3nc2cc1OC	97	10	99	17	95	97	96	-3	4	94	28
CCSc1nnc(NC(=O)c2ccccc2C)s1	97	-7	93	18	94	96	97	-4	-18	101	6

Source: PubChem BioAssay (several laboratories)
